TCR activator = activates T cell receptor signaling | primary human leukocytes, anti-CD3, IL-2 HTRF, 48 h | Potency, µM (titrated, usually from 9.22 µM), for the others: at the highest dose activation of IL-2 secretion, usual class: activators | 330,000 tested, under 10 active | AID 504894; note: % of control where 0% means no effect
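Compounds are tested in HTS on primary human leukocytes co-incubated with a-CD3 beads for 48 hr. IL-2 output is measured by time-resolved FRET.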
Mito fusion yeast = mitochondrial division inhibition or fusion activation; Potency, µM (doses to about 46.1 µM), for inactives: at the top dose growth rescue (activation), hits mostly activators; actives 0.23% (n = 320,000); S. cerevisiae fusion-defective mutant growth rescue, CellTiterGlo 48 h; AID 485298;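 note: potency is the fitted concentration of half-maximal effect; % of control where 0% means no effect; nearly all actives have a fitted effect of over 45% in size; temperature-sensitive fusion mutants such as fzo1-1 at 37 °C on non-fermentable ethanol glycerol medium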
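Luminescent cell viability in 1536-well qHTS format served as the measure of rescued growth in ts fusion-mutant S. cerevisiae cultured on non-fermentable YPEG for 48 hours at 37C.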
TSHR antagonist = human thyrotropin receptor antagonism; activity change, negative = inhibition, % at 11.5 µM; P16473; TSHR-expressing cells, TSH-stimulated cAMP HTRF, 2 h; active compounds read low; actives 0.2% (n = 330,000);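 active = activity change below a set negative limit, meaning inhibition stronger than a set level, cut at about -70% in these data; inconclusive = activity change between two set negative limits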; note: % is set by controls: 0 for no effect and ±100 for the full control effect
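TSHR-expressing cells, 200/well, pre-treated with compound, then stimulated with EC80 TSH (4nM final) for 2 hours at 37 deg C. cAMP measured by competitive HTRF: anti-cAMP cryptate antibody in lysis buffer plus cAMP-d2, read after 30 minutes at room temperature.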
S-ASM inh = blocks human secretory acid sphingomyelinase. AID 504937. Potency, µM (highest dose often 57.5 µM), inactives show at the top dose activity change, negative = inhibition, most hits filed as inhibitors. placental ASM, HMU-PC fluorogenic substrate, 60 min. actives 0.006% (n = 340,000). P17405; note: potency is the fitted concentration of half-maximal effect
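HMU-PC0 cleavage (9 uM final) by human placental ASM, 60 min at 37 °C following 10 min compound exposure at RT; stopped at pH 10, fluorescence Ex 386/Em 447 nm.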
Chronic BCR inh = blocks chronic active B-cell receptor signaling; ABC-DLBCL IkBa-CBG/CBR reporter, luminescence ratio, 4 h; Potency, µM (series often up to 46.1 µM), inactives show top-dose ratio change, negative = lower green/red ratio, most hits filed as inhibitors; actives 0.05% (n = 340,000); active = well fitted inhibition curve with a large enough effect in the signal ratio, with a control signal flat, not every such curve was filed as active; inconclusive = small, poorly fitted or top-dose-only effect, or effect the other way, or a change in a side signal; the % refers to the signal ratio;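 note: potency is the fitted concentration of half-maximal effect; plate controls were basal doxycycline-induced cells for no effect and cells given 10 µM MG132 for full effect; MG132 reads +100%, hits lower the ratio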
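Compounds up to 46 uM were incubated four hours with TMD8 cells whose green CBG68 luciferase is fused to IkappaBalpha; red CBR luminescence normalised the signal, and concentration-effect curves were fitted to fusion, red and ratio data.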
Tb PFK inh = blocks T. brucei phosphofructokinase. O15648. T. brucei PFK, ADP-Glo luminescence. Potency, µM (titrated, usually from 57.5 µM), inactives show at the top dose activity, negative = inhibition, usual class: inhibitors. actives 0.17% (n = 330,000). AID 485367;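 note: potency is the fitted concentration of half-maximal effect; 0% = uninhibited 1x PFK enzyme wells and -100% = no-enzyme wells; nearly all actives have a fitted effect of over 60% in size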
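Luminescent ADP detection (ADP-Glo, two-step: ATP depletion then ADP-to-ATP conversion for luciferase) reported PFK activity after 45 min room-temperature reaction of 1.25 nM enzyme with 0.5 mM F6P and 0.1 mM ATP at pH 8.0.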
ELG1 DNA repair = blocks ELG1-dependent DNA repair in HEK293T cells. HEK293T ELG1-luciferase reporter, luminescence, 16 h; DNA damage induced by 5-fluorouridine. Potency, µM (series often up to 46.1 µM), for inactives: at the highest dose activity change, negative = inhibition, hits mostly inhibitors. actives 2.3% (n = 330,000). AID 504467; note: potency is the fitted concentration of half-maximal effect; % is set by controls: 0 for no effect and ±100 for the full control effect; nearly all actives have a fitted effect of over 55% in size
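Cells (2,000 per well) received 5-fluorouridine plus test compound or DMSO and were incubated 16 hr at 37 °C, 5% CO2. Luciferase activity was read by luminescence 30 min after ONE-Glo addition; signal suppression marked inhibition of damage-induced ELG1 function.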
PTAP TSG101 blk = blocks PTAP/TSG101 interaction to inhibit HIV-1 budding. Potency, µM (series often up to 115 µM), for the others: top-dose activity change, negative = inhibition, most hits filed as inhibitors. Fluorescence polarization, FITC-PTAP peptide / Tsg101 binding. 340,000 tested, under 10 active. Q99816. AID 493005; active = well fitted inhibition curve with a large enough effect in the main read-out, with a control signal flat, not every such curve was filed as active; inconclusive = small, poorly fitted or top-dose-only effect, or effect the other way, or a change in a side signal; inactive = no such curve, though single readings can be large or run the other way; note: potency is the fitted concentration of half-maximal effect; % of control where 0% means no effect
Target sequence (Q99816 whole entry, looked up): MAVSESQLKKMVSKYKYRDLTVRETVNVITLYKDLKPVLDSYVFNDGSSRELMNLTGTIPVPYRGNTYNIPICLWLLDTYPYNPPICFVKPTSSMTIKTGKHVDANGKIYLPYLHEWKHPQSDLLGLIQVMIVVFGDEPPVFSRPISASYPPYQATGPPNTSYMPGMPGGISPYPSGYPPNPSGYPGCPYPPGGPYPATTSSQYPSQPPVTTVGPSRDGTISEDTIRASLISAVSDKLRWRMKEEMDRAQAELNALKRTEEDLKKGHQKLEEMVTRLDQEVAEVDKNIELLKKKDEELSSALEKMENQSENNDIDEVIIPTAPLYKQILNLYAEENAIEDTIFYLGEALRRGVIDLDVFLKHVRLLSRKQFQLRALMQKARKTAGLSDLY
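Steps: Tsg101 binding domain dispensed (10 uM final), compounds pinned in DMSO, FITC-labeled PTAP-motif peptide added (50 nM final); after 20 min binding at room temperature, polarization measured.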
Integrin act MD = activates integrin-mediated alleviation for muscular dystrophy; Potency, µM (titrated, usually from 38.3 µM), inactives show at the top dose activation, most hits filed as activators; alpha7betagal myoblasts, beta-gal FDG fluorescence, 48 h; AID 624291; actives 0.064% (n = 350,000);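 note: potency is the fitted concentration of half-maximal effect; 100% = response of the positive control SU9516; nearly all actives have a fitted effect of over 60% in size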
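alpha7betagal+/- myoblasts (passage 13, 250/well) treated 48 h at 37C with compounds at 1:260 dilution of DMSO stock. Lysed, then beta-galactosidase activity read as FDG fluorescence (ex 480/em 540) after 30 min, with pre-read for autofluorescence.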
AT treatment = candidate therapy for ataxia-telangiectasia | actives 0.19% (n = 320,000) | […] A-T fibroblasts, KAP-1 phosphorylation AlphaLISA; neocarzinostatin DNA damage 30 min before lysis | Potency, µM (top dose mostly 57.5 µM), inactives show top-dose activation, most hits filed as activators; note: potency is the fitted concentration of half-maximal effect; % of control where 0% means no effect; nearly all actives have a fitted effect of over 45% in size
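hTERT-immortalized A-T patient fibroblasts ([…]), 500 cells/well in OPTI-MEM, 1% FBS, got compounds for 60 min, then NCS for 30 min at 37C. Lysates were then assayed for phospho-KAP-1 by AlphaLISA (anti-pKAP1 donor, anti-KAP1 acceptor beads), 6 hr at 25C.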
Eya2 phos inh = inhibitors of human Eya2 phosphatase activity; recombinant Eya2, OMFP fluorescence dephosphorylation (OMFP is methylfluorescein phosphate); Potency, µM (highest dose often 76.9 µM), inactives show at the top dose activity, negative = inhibition, hits mostly inhibitors; actives 0.006% (n = 330,000); note: potency is the fitted concentration of half-maximal effect; % is set by controls: 0 for no effect and ±100 for the full control effect
Target sequence (O00167 whole entry, looked up): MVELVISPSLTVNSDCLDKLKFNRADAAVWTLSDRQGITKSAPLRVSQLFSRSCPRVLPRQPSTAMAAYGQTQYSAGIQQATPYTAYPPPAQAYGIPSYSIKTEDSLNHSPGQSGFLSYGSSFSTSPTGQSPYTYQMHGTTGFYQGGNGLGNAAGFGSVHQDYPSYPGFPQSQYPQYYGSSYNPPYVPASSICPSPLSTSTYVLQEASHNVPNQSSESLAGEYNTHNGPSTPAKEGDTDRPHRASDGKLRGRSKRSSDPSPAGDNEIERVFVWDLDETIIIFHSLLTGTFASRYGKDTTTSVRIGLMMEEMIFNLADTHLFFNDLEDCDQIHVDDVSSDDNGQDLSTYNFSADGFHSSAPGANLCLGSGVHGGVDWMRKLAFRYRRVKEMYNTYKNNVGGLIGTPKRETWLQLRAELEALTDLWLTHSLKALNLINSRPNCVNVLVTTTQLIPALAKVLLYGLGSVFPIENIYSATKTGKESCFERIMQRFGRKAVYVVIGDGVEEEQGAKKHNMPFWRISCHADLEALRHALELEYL
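Eya2 protein (added as 0.2 uM solution) was preincubated with compound for 10 min at ambient temperature in 50 mM HEPES pH 7.5, 50 mM NaCl, 5 uM MgCl2, 0.05% BSA, 1 mM DTT. OMFP (added at 50 uM) then reacted 10 min; fluorescence read at 485/525 nm.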
Active calls of the source: *; ? = inconclusive; · = no result given; & = joins results of further samples; [ ] = another dose, or the depositor's remark. Unless noted, calls come from the whole dose curve; as a rule, active = well fitted curve in the direction sought with a large enough effect; inconclusive = small, poorly fitted or top-dose-only effect, or another doubt; inactive = no such curve, though single readings can be large; an effect the other way counts as inactive or inconclusive.

compound,Mito fusion yeast,ELG1 DNA repair,TSHR antagonist,S-ASM inh,TCR activator,AT treatment,Integrin act MD,PTAP TSG101 blk,Eya2 phos inh,Chronic BCR inh,Tb PFK inh
CCOc1ccc(NC(=O)CC2C(=O)N(c3ccccc3)C(=O)N2CCc2cccs2)cc1 (stereo not given),26%,-24%,1,-5%,8%[46.1 µM],-4%,10%,-2%,-4%,?,-1%
COc1ccc2c(c1)CCCC21SC(NC(C)=O)=NN1C(C)=O (stereo not given),0%,20%,-8,0%,2%,-1%,10%,0%,-18%,-4%,-1%
CCN(C(=O)c1cccs1)c1nnc(-c2ccncc2)s1,9%,-3%,-6,-2%,0%,1%,-10%,-7%,-24%,?,-5%
O=C(NCCc1ccccn1)C1CCCN(S(=O)(=O)Cc2ccccc2)C1 (stereo not given),0%,20%,1,2%,-12%,·,-1%,0%,-37%,?,2%
CC(OC(=O)CN(C)S(=O)(=O)c1ccc(Cl)cc1)C(=O)Nc1ccc(N2CCOCC2)cc1 (stereo not given),1%,?,0,4%,8%,-3%,1%,-5%,3%[15.4 µM],1%,-2%
CC1Cc2ccccc2N1C(=O)COC(=O)c1ccc(Cl)c(S(=O)(=O)N2CCOCC2)c1 (stereo not given),14%,?,-7,-10%,1%,-13%,3%,-4%,4%,-1%,-21%
COc1ccc(NC(=O)c2ccco2)cc1NC(=O)c1ccc(Br)o1,7%,?,2,0%,5%,-13%,-18%,-5%,?,?,-5%
COc1ccc(CCNC(=O)CN(C)S(=O)(=O)c2ccc(OC)cc2)cc1,2%,-15%,2,-6%,·,-3%,-20%,-2%,-28%,-1%,-2%
NC(=O)[C@H]1CC2(CC(c3cccc(NC(=O)CC(c4ccccc4)c4ccccc4)c3)=NO2)CN1C(=O)CC(c1ccccc1)c1ccccc1 (stereo not given in full),0%,-2%,-34,-1%,-1%,?,-6%,-3%,-2%,2%,2%
CCOc1ccc(NC(=O)C/C(C)=N/NC(=O)Cc2ccc(Cl)cc2)cc1,8%,21%,-6,-2%,-2%,-1%,-17%,-7%,19%,-4%,-14%
CCN(CC)S(=O)(=O)c1ccc(-c2nnc(SCC(=O)Nc3nc(C)cs3)o2)cc1,-2%,-16%,10,1%,-1%,9%,-22%,-4%,1%[15.4 µM],4%,2%
Cc1ccc(N(CC(=O)N/N=C/c2cccc(Br)c2)S(C)(=O)=O)cc1,-1%,-3%,-6,-6%,-2%[46.1 µM],-3%,-49%[inhibitor],-1%,-5%,-1%,1%
COc1ccc(C(CNC(=O)c2cccc(N(C)C)c2)N2CCCC2)cc1 (stereo not given),-1%,7%,-1,11%,3%,-4%,-39%,-2%,-2%,0%,1%
CCOc1ccc(CCNC(=O)C2CC(=O)N(CCc3ccc(OC)c(OC)c3)C2)cc1OCC (stereo not given),-2%,8%,1,-1%,1%,-2%,1%,-2%,40%,-6%&-10%,-2%
Cc1cc(=O)oc2cc(OCC(O)Cn3ccnc3)ccc12 (stereo not given),0%,?,-11,62%[activator],-2%,3%,-32%[inhibitor],-4%,1%,5%,-1%
CN(C)CCOC(=O)C1(c2ccccc2)CCCC1,-1%,6%,7,2%,1%,·,-3%,5%,0%,?,1%
Cn1c(=O)c2c(O)c([N+](=O)[O-])c(=O)n(C)c2n(C)c1=O,0%,1%,-1,0%,10%,2%,-3%,-3%,-10%,3%,1%
CCc1c(C#N)c(SCCC(=O)Nc2ccc(C)cc2)nc2c1C(=O)CC(C)(C)C2,-1%,-26%,-13,-12%,1%,-1%,2%,-3%,-9%,15%,0%
Cc1ccc(NCC(=O)c2ccc(C)cc2)cc1,-1%,?,-4,5%,2%,6%,-43%[inhibitor],-2%,-18%,-1%,-1%
Cc1nnc(SCC(=O)N2CCCCCC2)n(N)c1=O,-2%,-2%,-9,3%,7%,3%,-40%,1%,0%,5%,1%
COc1cc(C2C(C(=O)c3ccco3)=C(O)C(=O)N2c2cc(C)on2)ccc1OCc1ccccc1 (stereo not given),-4%,12%,1,·,·,-5%,·,·,-3%,-3%,-11%
S=c1[nH]c2ccc(Cl)cc2[nH]1,1%,1%,8,3%,4%[46.1 µM],-6%,5%,-14%,9%,9%,-13%
COc1ccc(C(CNC(=O)COc2ccc(-c3ccccc3)cc2)N2CCOCC2)cc1 (stereo not given),?,?,35,-3%,10%,16%,-5%,-5%,-10%,?,-1%
O=C(CNC(=O)c1ccc(Br)o1)NC1CCCCCC1,0%,?,6,-1%,-2%,9%,7%,-7%,0%,0%,0%
Cc1ccc(C(=O)NCC(=O)NCC(c2cccs2)N(C)C)cc1C (stereo not given),·,0%,·,1%,-1%,3%,16%,-3%,3%,2%,11%
Cn1ncc2cc(NC(=S)NC(=O)c3ccccc3)ccc21,-6%,?,-3,4%,1%,-1%,-3%,-5%,9%,·,1%
COCCNc1oc(-c2ccccc2Cl)nc1C#N,4%,?,3,3%,2%,-3%,0%,-3%,9%,?,-3%
CCCCn1c(N)c(N(C)C(=O)c2cc3c(F)cccc3s2)c(=O)[nH]c1=O,·,?,·,2%,-5%,-2%,19%,-6%,2%,2%,-8%
CCOC(=O)CNC(=O)Cn1cnc2c(nnn2-c2cccc(OC)c2)c1=O,-6%,2%,16,2%,1%,-3%,25%,-7%,18%,-4%,2%
CC(=O)Nc1ccc(-c2csc(Nc3cc(C)ccn3)n2)cc1,-8%,?,-13,-16%,2%,3%,-20%,-3%,-19%,?,2%
COc1cccc(CNC(=S)Nc2cc(C)ccc2C)c1,-5%,-23%,8,2%,-3%,2%,-23%,-1%,0%,-1%,-1%
CC(=O)N1N=C(c2ccco2)CC1c1cc2cc(C)ccc2nc1Cl (stereo not given),-3%,23%,0,2%,-2%,-3%,0%,-2%,6%,5%,0%
CC(NC(=O)c1ccncc1)C(c1cccs1)N1CCOCC1 (stereo not given),1%,15%,-2,3%,2%[46.1 µM],2%,18%,-10%,3%,-18%,-2%
CCCc1cc(=O)[nH]c(SCC)n1,0%,9%,12,5%,3%,-5%,-36%,3%,9%,-3%,-5%
Cc1ccc(S(=O)(=O)N(C)CC(=O)N/N=C/c2ccc(C)o2)cc1,3%,0%,13,-1%,-2%,0%,8%,-6%,-17%,-8%,-6%
CCOC(=O)c1sc2nc(CC(=O)OC)nc(NCCN3CCOCC3)c2c1C,0%,?,-8,-2%,-3%,-3%,2%,-1%,2%,?,7%
COC(=O)[C@@]12CCCCN1[C@H](c1ccc(-c3ccccc3)c(OC)c1)[C@H]1C(=O)N(C)C(=O)[C@H]12,·,16%,-7,-12%,3%,-2%,-13%,0%,3%,1%,0%
Nc1c(C(=O)OCC(=O)NCc2ccccc2)[nH]c(=O)[nH]c1=O,0%,8%,0,32%[activator],-7%,-12%,-3%,-1%,3%,11%,-22%
COCCN(C(=O)c1cc2c(s1)CCCCC2)c1c(N)n(Cc2ccccc2)c(=O)[nH]c1=O,-4%,8%,-2,0%,-4%,8%,-3%,-2%,31%,-5%,-1%
O=C(NCC1CCCO1)c1ccc(COc2ccc(F)cc2)o1 (stereo not given),6%,6%,9,5%,-1%,·,-11%,-5%,8%,0%,-8%
COC(=O)c1cc(Br)c(=O)n(-c2ccc(OC)cc2)c1,5%,11%,0,1%,1%,10%,17%,0%,12%,1%,0%
CC(C)C[C@@H]1CN=C(N)N1C[C@@H]1CCCN1C[C@@H](C(C)C)N1C[C@@H](Cc2ccccc2)N(CCc2ccc(Cl)c(Cl)c2)C1=N,·,2%,-6,-8%,11%,8%,23%,-3%,-9%,3%,-1%

Source: PubChem (National Center for Advancing Translational Sciences (NCATS))
